From PubChem BioAssay
Epigenetic derep – Quantitative High-Throughput Screen for Regulators of Epigenetic Control; murine LDR cells, GFP reporter derepression, 30 h; Potency, µM (series often up to 53.9 µM), for the others: at the highest dose GFP activation, hits mostly activators; actives 0.2% (n = 280,000); also: % of control where 0% means no effect; nearly all actives have a fitted effect of over 60% in size
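Murine LDR cells carrying a silenced, genomically integrated CMV-driven GFP reporter were exposed to compound for 30 hours at 37 C. After PBS washes, GFP-positive cells (20–120 um objects) were counted by laser-scanning microplate cytometry.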
NPSR antag – qHTS Assay for Antagonists of the Neuropeptide S Receptor: cAMP Signal Transduction; Q6W5P4; CHO-NPSR cells, cAMP TR-FRET, antagonist mode; Potency, µM (titrated, usually from 38.3 µM), for inactives: at the highest dose activity change, negative = inhibition, hits mostly inhibitors; actives 1% (n = 220,000); also: % is scaled to controls: 0 for no effect and ±100 for the full control effect; nearly all actives have a fitted effect of over 50% in size; many of its hits are not listed in these tables
aGlu spleen mod – qHTS Assay for Inhibitors and Activators of Human alpha-Glucosidase From Spleen Homogenate; Lysosomal alpha-glucosidase (Homo sapiens), P10253; human spleen homogenate, 4-MU-alpha-glucoside fluorescence; Potency, µM (titrated, usually from 79.9 µM), without a hit: at the top dose activity change, negative = inhibition, actives largely listed as inhibitors; actives 0.006% (n = 240,000); AID 2112, 2009;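 also: 0% = enzyme with vehicle and -100% = no enzyme basal signal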
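Human spleen homogenate (1 ug) incubated with compounds and 1 mM 4-methylumbelliferyl-alpha-D-glucopyranoside in pH 5.0 citrate/phosphate buffer, 37 C, 40 min. Stopped at pH 10; 4-MU fluorescence (Ex 365/Em 440 nm); AC50 by Hill fit.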
GLA spleen mod – qHTS Assay for Inhibitors and Activators of Human alpha-Galactosidase From Spleen Homogenate | Alpha-galactosidase A (Homo sapiens), P06280 | human spleen homogenate, 4MU-alpha-Gal fluorescence, 40 min | Potency, µM (doses to about 80 µM), inactives show at the top dose activity change, negative = inhibition, actives largely listed as inhibitors | actives 0.008% (n = 240,000);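 also: 0% = enzyme with vehicle and -100% = no enzyme basal signal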
Target sequence (P06280 32-429 limits assumed): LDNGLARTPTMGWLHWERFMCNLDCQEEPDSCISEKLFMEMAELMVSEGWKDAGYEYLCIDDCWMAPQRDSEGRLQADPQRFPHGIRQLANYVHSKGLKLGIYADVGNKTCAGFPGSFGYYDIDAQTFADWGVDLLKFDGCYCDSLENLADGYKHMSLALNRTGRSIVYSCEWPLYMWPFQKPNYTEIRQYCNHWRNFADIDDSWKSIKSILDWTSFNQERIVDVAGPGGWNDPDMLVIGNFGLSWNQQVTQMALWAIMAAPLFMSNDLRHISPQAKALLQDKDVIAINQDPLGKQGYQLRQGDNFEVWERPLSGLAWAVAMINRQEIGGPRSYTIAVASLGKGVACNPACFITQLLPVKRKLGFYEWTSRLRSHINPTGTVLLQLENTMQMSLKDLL
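Fluorogenic readout (Ex 365/Em 440 nm) of 4-methylumbelliferone released from 1 mM 4-MU-alpha-galactoside by spleen homogenate, 40 min at 37C, pH 5.0. Data normalized to no-enzyme and enzyme controls; Hill-equation AC50 from compound titrations.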
Tau fluor counter – Counterscreen qHTS for Inhibitors of Tau Fibril Formation, Fluorescence Polarization. actives 0.93% (n = 280,000). AID 1463, 2008. tau K18 P301L (four-repeat tau fragment) Alexa594 fluorescence, heparin fibrillization. Potency, µM (doses to about 57.7 µM), for inactives: top-dose activity change, negative = decrease; also: % is scaled to controls: 0 for no effect and ±100 for the full control effect; nearly all actives have a fitted effect of over 55% in size
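Human K18 P301L tau (15 uM unlabeled plus 0.24 uM Alexa 594-labeled, final) in 100 mM sodium acetate pH 7 was mixed with compound and 20 uM heparin and incubated 6 hr at 37 C.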
GAA inhib – qHTS Assay for Inhibitors of Human alpha-Glucosidase as a Potential Chaperone Treatment of Pompe Disease; purified human GAA, 4-MU-alpha-glucoside fluorescence; Potency, µM (series often up to 76.9 µM), inactives show at the highest dose activity change, negative = inhibition, actives largely listed as inhibitors; actives 0.005% (n = 200,000);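 also: plate controls were uninhibited enzyme wells for no effect and no-enzyme background for full effect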
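Endpoint fluorogenic read: 20 min room-temperature reaction of 4 nM human alpha-glucosidase with 400 uM 4-methylumbelliferyl-alpha-D-pyranoside, pH 5.0, quenched with 1M NaOH/1M glycine pH 10. AC50 from Hill modeling.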
GAA glycogen mod – qHTS Assay for Inhibitors and Activators of Human alpha-Glucosidase Cleavage of Glycogen; Lysosomal alpha-glucosidase (Homo sapiens), P10253; recombinant GAA, glycogen substrate, Amplex Red glucose oxidase fluorescence; Potency, µM (highest dose often 76.4 µM), for the others: top-dose activity change, negative = inhibition, usual class: inhibitors; actives 0.38% (n = 300,000);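 also: 0% = full enzyme reaction and -100% = no-enzyme basal signal; the screen sought inhibitors and activators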
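Recombinant human alpha-glucosidase (4 nM final) hydrolysed bovine liver glycogen (30 ug) for 40 min at 37 C in pH 5.0 citrate/phosphate with 0.01% Tween-20. Released glucose detected by glucose oxidase/Amplex Red, Ex 573/Em 610 nm. Compounds up to 77 uM; AC50 from Hill fits.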
ALDH1A1 inh – qHTS Assay for Inhibitors of Aldehyde Dehydrogenase 1 (ALDH1A1) | AID 1030, 2008 | Aldehyde dehydrogenase 1A1 (Homo sapiens), P00352 | Potency, µM (top dose mostly 75.3 µM), inactives show top-dose activity, negative = inhibition, actives largely listed as inhibitors | actives 7.3% (n = 220,000) | Purified ALDH1A1, NADH fluorescence, propionaldehyde substrate; active = well fitted inhibition curve with a large enough effect, not every such curve was filed as active; inconclusive = small, poorly fitted or top-dose-only effect, or another doubt; inactive = no such curve, though single readings can be large or run the other way;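 also: plate controls were no enzyme wells and a reference inhibitor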
Target sequence (P00352 whole entry, looked up): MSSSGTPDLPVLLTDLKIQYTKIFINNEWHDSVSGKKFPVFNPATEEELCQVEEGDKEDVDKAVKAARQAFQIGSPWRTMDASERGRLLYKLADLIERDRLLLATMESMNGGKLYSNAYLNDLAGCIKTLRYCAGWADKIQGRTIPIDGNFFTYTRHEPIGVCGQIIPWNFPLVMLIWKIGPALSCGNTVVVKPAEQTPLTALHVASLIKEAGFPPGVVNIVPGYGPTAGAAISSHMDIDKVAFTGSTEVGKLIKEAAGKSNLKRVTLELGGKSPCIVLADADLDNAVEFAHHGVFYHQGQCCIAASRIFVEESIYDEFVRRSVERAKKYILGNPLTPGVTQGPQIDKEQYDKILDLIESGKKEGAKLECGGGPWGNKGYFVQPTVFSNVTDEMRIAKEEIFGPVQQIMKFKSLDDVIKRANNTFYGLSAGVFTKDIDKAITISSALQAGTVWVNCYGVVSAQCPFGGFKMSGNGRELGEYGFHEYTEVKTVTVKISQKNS
Numbers without * were called inactive; ? = inconclusive; · = not tested or not shown; [ ] = another dose, or the depositor's remark. Unless noted, calls follow the shape of the dose curve; as a rule, active = well fitted curve in the direction sought with a large enough effect; inconclusive = small, poorly fitted or top-dose-only effect, or another doubt; inactive = no such curve, though single readings can be large; an effect the other way counts as inactive or inconclusive. Potency is read from the fitted curve at half-maximal effect. A portion of the library. The share of hits here may be higher or lower than overall.

(1) COCCNC(=O)CN1C(=O)CC(C)(C)S(=O)(=O)c2ccccc21
(2) Cc1cc(C)c2c(=O)[nH]c(SCC(=O)NCc3ccccc3)nc2n1
(3) O=C(O)/C=C1\CCCc2ccccc2[C@H]1O
(4) CCOc1ccc(C(=O)CCc2nc3ccccc3s2)cc1
(5) O=C(NN1CCCCC1)c1ccccc1
(6) O=C(Nc1cc(C(F)(F)F)cc(C(F)(F)F)c1)Nc1cnn(-c2ccc([N+](=O)[O-])cc2)c1C(F)(F)F
(7) O=C(/C=C/c1ccc(Cl)cc1Cl)Nc1cccc(S(=O)(=O)NC2=NCCCCC2)c1
(8) COc1ccc(C(=O)NC(=S)N(Cc2ccccc2)Cc2ccccc2)cc1
assay / entry	1	2	3	4	5	6	7	8
Epigenetic derep	-2.3%	-1.8%	-2.7%	-2.0%	0.0%	2.3%	0.0%	-0.6%
NPSR antag	-1%[46.1 µM]	-12%[46.1 µM]	·	-25%[46.1 µM]	10%	?	-13%	?
aGlu spleen mod	2%	5%	-1%	-3%	6%	-2%	-7%	-2%
GLA spleen mod	0%	-7%	-5%	2%	-9%	-5%	-3%	-4%
Tau fluor counter	1%	-8%	-4%	-16%	13%	?	?	-28%
GAA inhib	4%	-5%	·	1%	0%	·	-7%	-5%
GAA glycogen mod	9%	-9%	·	2%	8%	4%	7%	0%
ALDH1A1 inh	3%	?	5%	-6%	11%	·	?	?

Rewritten bar-delimited: entries from further up.
item | canonical_smiles | Epigenetic derep | NPSR antag | aGlu spleen mod | GLA spleen mod | Tau fluor counter | GAA inhib | GAA glycogen mod | ALDH1A1 inh
2 | Cc1cc(C)c2c(=O)[nH]c(SCC(=O)NCc3ccccc3)nc2n1 | -1.8% | -12%[46.1 µM] | 5% | -7% | -8% | -5% | -9% | ?
4 | CCOc1ccc(C(=O)CCc2nc3ccccc3s2)cc1 | -2.0% | -25%[46.1 µM] | -3% | 2% | -16% | 1% | 2% | -6%

Continuation:
(9) CS(=O)(=O)Nc1cccc(-c2nccc(-n3ccnc3)n2)c1
(10) Cc1cc(C(=O)OCCO)c(C#N)c(N)n1
(11) CC1CCCN(Cc2cnc(Cl)s2)C1 (configuration not stated)
(12) COc1ccccc1N(C)S(=O)(=O)c1ccc(C(=O)Nc2nc(C)cs2)cc1
(13) O=[N+]([O-])c1ccc(NC(=S)NCCc2ccc(F)cc2)cc1
(14) CCn1c(-c2cc(-c3ccc(C)cc3)nc3ccccc23)n[nH]c1=S
(15) COc1ccc(C(=O)CSc2[nH]c(=O)cc(C(F)(F)F)c2C#N)cc1
(16) CC(C)c1nc(NCC2CCCO2)c(C#N)c2c1COC(C)(C)C2 (configuration not stated)
assay / entry	9	10	11	12	13	14	15	16
Epigenetic derep	1.3%	0.9%	1.4%	-0.5%	-1.0%	-1.7%	-3.3%	-1.5%
NPSR antag	·	5%[46.1 µM]	7%[46.1 µM]	-25%	-45%	-40%	40%	-22%[46.1 µM]
aGlu spleen mod	5%	-4%	-2%	-6%	-2%	-3%	1%	-3%
GLA spleen mod	15%	?	3%	-4%	1%	-7%	3%	8%
Tau fluor counter	-8%	-1%	-9%	-28%	14µM*[quencher]	-27%	-22%	-4%
GAA inhib	·	14%	1%	?	0%	-13%	-4%[15.4 µM]	?
GAA glycogen mod	·	-1%	7%	-5%	-12%	?	6%	-5%
ALDH1A1 inh	-5%	?	-9%	-3%	?	?	18µM*	?

(17) C=CCNC(=O)c1onc(CSc2ccccc2F)c1C(=O)O
(18) CC1SCC(=O)N(CC(=O)Nc2ccc3c(c2)OCO3)C1=O (configuration not stated)
(19) Cc1cc(C)c(S(=O)(=O)Nn2cnnc2)c(C)c1
(20) COc1ccc(-c2nnc(SCC(=O)Nc3cc(C)on3)n2C)cc1OC
(21) COc1cc(OC)cc(C(=O)NCC(=O)OCC(=O)NC(C)(C)C)c1
(22) Cc1ccc(C(=O)c2cc3ccccc3o2)cc1C
(23) O=C(CSc1ccsc1[N+](=O)[O-])N1CCN(c2ccc(Cl)cc2)CC1
(24) FC(F)(F)c1nnc(-c2ccccc2)nc1Oc1ccc(Cl)cc1Cl
assay / entry	17	18	19	20	21	22	23	24
Epigenetic derep	0.9%	-1.0%	0.9%	0.0%	1.5%	0.1%	0.0%	-1.2%
NPSR antag	-3%[46.1 µM]	17%	15%	8%[46.1 µM]	10%	-6%[46.1 µM]	0%	6%[46.1 µM]
aGlu spleen mod	3%	2%	3%	3%	3%	-3%	-7%	3%
GLA spleen mod	-11%	4%	-9%	9%	?	-6%	-12%	3%
Tau fluor counter	-1%	2%	-2%	-5%	9%	-26%	-23%	-25%
GAA inhib	4%	6%	-1%	-4%	1%	-5%	-10%	2%
GAA glycogen mod	8%	3%	11%	-1%	12%	22%	-4%	5%
ALDH1A1 inh	-1%	4%	3%	4%	-2%	?	-5%	2%

(25) Cc1nc(=O)c(-c2ccccc2)c(C)n1-c1ccc(S(N)(=O)=O)cc1
(26) Cc1noc(NC(=O)c2cccc(C(F)(F)F)c2)c1Cl
(27) CN1CCN(c2ccc(Cl)cc2NC(=O)c2ccc([N+](=O)[O-])cc2)CC1
(28) NC(=O)c1ccc(N=Nc2c(O)c3ccccc3[nH]c2=O)cc1
(29) Cc1ccccc1NC(=O)CN1C(=O)S/C(=C\c2cccn2-c2cccc(C(=O)O)c2)C1=O
(30) CC(=O)Nc1ccc(S(=O)(=O)N(C)CC(=O)OCC(=O)Nc2cccnc2Cl)cc1
(31) Cn1cnnc1SCC(=O)Nc1ccc2nc(SCc3ccccc3)sc2c1
(32) Cc1ccc(Nc2nc(NCC3CCCO3)nc(N)c2[N+](=O)[O-])cc1C (configuration not stated)
assay / entry	25	26	27	28	29	30	31	32
Epigenetic derep	0.3%	-1.3%	-0.1%	0.0%	0.0%	-0.3%	2.2%	-1.9%
NPSR antag	24%[46.1 µM]	-2%	-1%	4%	-21%[46.1 µM]	17%	-16%[46.1 µM]	9%
aGlu spleen mod	-1%	3%	1%	-4%	-5%	4%	-2%	-10%
GLA spleen mod	-10%	11%	6%	-6%	5%	6%	-2%	6%
Tau fluor counter	-3%	0%	-17%	-19%	-3%	5%	?	-8%
GAA inhib	?	12%	·	-5%	-8%	2%	?	-3%
GAA glycogen mod	7%	-6%	7%	0%	14%	-1%	-9%	-7%
ALDH1A1 inh	14%	7%	·	-8%	?	7%	3.5µM*	11%

(33) CN(C)c1ccnc(Oc2ccccc2)c1C#N
(34) COC(=O)c1[nH]c(=O)c2ccccc2c1O
(35) CCOC(=O)c1c(NC(=O)CN2C(=O)NC3(CCCCC3)C2=O)sc(C)c1-c1ccc(C)cc1
(36) Cc1ccc(C(=O)N(NC2=NS(=O)(=O)c3ccccc32)S(=O)(=O)c2ccc(C)cc2)cc1
(37) Cc1ccc(S(=O)(=O)N(C)c2cc(S(=O)(=O)N3CCC(C)CC3)c(C)cc2C)cc1
(38) CCN(CC)S(=O)(=O)c1ccc(C(=O)NCCCn2ccnc2)cc1
(39) CCCCOc1ccc(Cc2n[nH]c(=S)n2N)cc1
(40) CCCCNC(=O)CCCn1c(=O)c2ccccc2n(CC(=O)NCCC2=CCCCC2)c1=O
assay / entry	33	34	35	36	37	38	39	40
Epigenetic derep	4.9%	4.7%	0.5%	-1.2%	4.4%	6.9%	-1.1%	0.0%
NPSR antag	-1%[46.1 µM]	?	-24%[46.1 µM]	1%[46.1 µM]	?	18%	1%	-15%[46.1 µM]
aGlu spleen mod	-10%	1%	-1%	-8%	-8%	-3%	-4%	-6%
GLA spleen mod	-3%	3%	-7%	2%	1%	-9%	9%	4%
Tau fluor counter	-7%	-7%	-6%	3%	-14%	1%	-2%	3%
GAA inhib	-13%	-5%[15.4 µM]	-3%	2%	1%	0%	-1%	-6%
GAA glycogen mod	7%	?	-2%	2%	5%	6%	-4%	-23%
ALDH1A1 inh	?	?	?	4%	5%	-13%	10%	?

(41) O=C(NNC(=O)C1CCCO1)c1ccc(Br)cc1 (configuration not stated)
(42) O=C1C=CC(=O)N1c1ccc(I)cc1Cl
(43) CCOC(=O)C1(Cc2ccccc2C(F)(F)F)CCN(C(C)CCn2cccn2)CC1 (configuration not stated)
(44) Cc1ccc(Sc2cnc3ccccc3n2)cc1
(45) CC(=O)c1cccc(NC(=O)c2cc(Cl)sc2Cl)c1
(46) C=CCn1c(COc2ccccc2)nnc1SCC(=O)N/N=C/c1ccc(C)cc1
(47) CCN1C(=O)CC(Sc2ccccc2C(=O)O)C1=O (configuration not stated)
(48) O=C(O)CSC12CC3CC(C1)CC(C(=O)O)(C3)C2
(49) COc1cc(SC)ccc1C(=O)NCCN1CCOCC1
(50) COc1ccc(/C=N/c2nc3ccccc3n2CCN2CCCCC2)cc1OC
(51) O=C(Cc1ccccc1)NCC(=O)OCC(=O)c1cccs1
assay / entry	41	42	43	44	45	46	47	48	49	50	51
Epigenetic derep	0.0%	0.0%	1.1%	0.8%	-1.1%	-3.8%	2.2%	-1.1%	1.5%	-0.7%	0.0%
NPSR antag	18%	8%	9%	-9%[46.1 µM]	13%	16%[46.1 µM]	-4%[46.1 µM]	2%[46.1 µM]	-22%	0%[46.1 µM]	-11%[46.1 µM]
aGlu spleen mod	2%	9%	1%	-5%	-3%	0%	-10%	-15%	6%	-5%	-3%
GLA spleen mod	3%	5%	3%	13%	3%	-19%	-11%	3%	13%	-5%	2%
Tau fluor counter	13%	-7%	-26%	-18%	-12%	-11%	-9%	1%	-9%	-11%	-2%
GAA inhib	2%	·	?	-12%	-1%	-4%	?	-3%	2%[15.4 µM]	1%	-2%
GAA glycogen mod	-5%	3%	4.5µM*	1%	-11%	7%	-3%	2%	10%	1%	-1%
ALDH1A1 inh	1%	·	-6%	-9%	-14%	?	0%	-6%	2%	?	-3%
